# Screening data (PubChem BioAssay)
# CAL PDZ FP-1 = blocks peptide binding to the human CAL PDZ domain | Q9HD26 | purified CAL PDZ, TMR-peptide fluorescence polarization, 1 h | 300,000 compounds, 0.92% hits | inhibition, % at 24.9 µM | AID 602252;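 active means mean inhibition of at least 30% with at least half of replicates also reaching 30%; inconclusive means no clear call, values can overlap the other calls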;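 further: 0% = DMSO neutral control and 100% = excess unlabeled competitor peptide PRC23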
# Keap1-Nrf2 PPI = disrupts human Keap1 binding to Nrf2 peptide | Q14145 | Keap1 Kelch-Nrf2 peptide fluorescence polarization, 1536-well | inhibition, % at 9.4 µM | 340,000 compounds, 0.15% hits | AID 504523; in the data active means inhibition above about 12%; inconclusive means no clear call, values can overlap the other calls; inactive means below about 7.3%;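 further: human Keap1 Kelch domain with fluorescein labeled Nrf2 9mer peptide probe; 0% = neutral control wells and 100% = peptide positive control; higher means more block of Keap1 binding to Nrf2 peptide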
# RTF Ca sens act = increases calcium sensitivity of human cardiac regulated thin filaments; P19429+P45379; IANBD-labeled TnC RTF fluorescence at EC20 calcium; 0% EC20 calcium, 100% full calcium; activation, % at 7.2 µM; 340,000 compounds, 0.24% hits; AID 493008;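 active means activation above the mean over all tested compounds plus 3 SD, cut at about 30% in these data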;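 further: rise in fluorescence read as greater calcium sensitivity of cardiac thin filaments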
# LANA DNA inh = inhibitors of KSHV LANA C-terminal domain DNA binding; MBP-C-LANA/FAM-LBS DNA binding, fluorescence polarization; inhibition, % at 9 µM; 340,000 compounds, 0.078% hits;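 active means highest replicate inhibition at or above 60% at 9 µM, even if other replicates fall short; inactive means all replicates below 60% inhibition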;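 further: 0% = neutral control wells and 100% = 4 µM acridine orange control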
# Cardiac RTF inh = cardiac RTF calcium desensitization. inhibition, % at 7.15 µM. 340,000 compounds, 0.12% hits. P19429+P45379. IANBD-labeled cardiac RTF, Ca2+ fluorescence. AID 493244;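 active means inhibition above the mean inhibition of all tested compounds plus 3 SD, cut at about 17% in these data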;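 further: assay run at fixed EC70 calcium of 1.6 mM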
# DAGLB inh = blocks human DAGLB lipase activity; HEK293T DAGLB membrane lysate, EnzChek fluorogenic substrate; AID 504411; 340,000 compounds, 0.059% hits; Q8NCG7; inhibition, % at 5.17 µM; in the data active means inhibition above about 34%;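 further: 0% = enzyme with vehicle and 100% = wells lacking enzyme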
# Target sequence (Q8NCG7 whole entry, looked up): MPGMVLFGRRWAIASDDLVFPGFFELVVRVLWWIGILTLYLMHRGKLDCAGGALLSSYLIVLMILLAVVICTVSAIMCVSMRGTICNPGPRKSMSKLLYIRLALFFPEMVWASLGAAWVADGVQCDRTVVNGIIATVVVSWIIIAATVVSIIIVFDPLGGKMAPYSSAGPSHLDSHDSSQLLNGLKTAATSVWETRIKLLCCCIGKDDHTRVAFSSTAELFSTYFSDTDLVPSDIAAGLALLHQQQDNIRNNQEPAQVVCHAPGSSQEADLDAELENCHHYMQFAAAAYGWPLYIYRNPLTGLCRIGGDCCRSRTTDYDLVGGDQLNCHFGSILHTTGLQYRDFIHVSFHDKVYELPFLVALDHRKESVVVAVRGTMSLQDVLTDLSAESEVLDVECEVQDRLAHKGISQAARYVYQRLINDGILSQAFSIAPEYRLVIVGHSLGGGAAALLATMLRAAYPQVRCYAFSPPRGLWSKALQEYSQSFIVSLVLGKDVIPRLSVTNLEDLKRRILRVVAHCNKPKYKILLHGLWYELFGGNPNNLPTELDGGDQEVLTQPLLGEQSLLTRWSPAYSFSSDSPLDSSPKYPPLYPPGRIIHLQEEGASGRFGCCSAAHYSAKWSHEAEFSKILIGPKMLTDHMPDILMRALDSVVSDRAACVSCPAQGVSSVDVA
# PKA-R2B activ = activates the human PKA-R2B holoenzyme complex | P22694+P31323 | PKA-R2B holoenzyme dissociation, Cy5-IP20 fluorescence polarization; R2B truncated from residue 108, S112A mutant; 0% DMSO only, 100% 113 µM cGMP | activation, % at 11.4 µM | 340,000 compounds, 0.079% hits;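 active means activation above a cutoff set at the mean over all compounds plus 3 SD, cut at about 18% in these data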;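 further: higher means more holoenzyme dissociation and a rise in polarization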
# SR-BI DiI-HDL act = activators of SR-BI mediated HDL lipid uptake | activation, % at 12.5 µM | 320,000 compounds, 0.096% hits | CHO ldlA[mSR-BI] cells, DiI-HDL uptake fluorescence, 3 h; 100 = double the neutral-control signal;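 active means mean replicate activation of at least 60% and every replicate at or above 60%; inconclusive means mean or all-replicate condition met, but not both; inactive means mean below 60% and not all replicates reaching 60%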;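 further: 0% = median plate neutral-control signal and 100% = twice that signal; values of inactives mirror those of a sister screen read the other way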
#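 Assay system: LDL receptor-deficient CHO ldlA cells overexpressing murine SR-BI / Medium: BSA-supplemented, HEPES-buffered Ham's F12, pH 7.4 / Probe or stimulus: DiI-labelled HDL at 10 µg/mL final / Timing: compound with DiI-HDL co-incubation, 3 h at 37 °C / Technique: bottom-read cell fluorescence after medium removal, ex 550/em 595 nm / Measure: HDL uptake via cellular fluorescence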
# Rtt109 Vps75 = inhibitors of Candida albicans Rtt109/Vps75 histone acetyltransferase; Q5AAJ8; purified Rtt109/Vps75, ThioGlo CoA-SH fluorescence, 4 h; inhibition, % at 34.9 µM; 330,000 compounds, 0.16% hits; AID 540336;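 active means inhibition of at least 50% in every replicate; inconclusive means best replicate reaches 50% inhibition but some replicates fall short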
# Target sequence (Q5AAJ8 whole entry, looked up): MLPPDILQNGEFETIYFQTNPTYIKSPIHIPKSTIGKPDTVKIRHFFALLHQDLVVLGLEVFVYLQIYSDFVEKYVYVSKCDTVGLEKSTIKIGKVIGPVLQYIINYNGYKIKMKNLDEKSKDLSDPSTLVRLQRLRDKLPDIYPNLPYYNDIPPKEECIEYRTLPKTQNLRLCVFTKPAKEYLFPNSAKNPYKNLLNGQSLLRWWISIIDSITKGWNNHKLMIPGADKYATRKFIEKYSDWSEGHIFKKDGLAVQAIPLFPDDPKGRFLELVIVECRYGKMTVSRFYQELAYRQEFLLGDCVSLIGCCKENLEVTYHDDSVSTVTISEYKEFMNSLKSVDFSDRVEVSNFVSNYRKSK
# CAL PDZ FP-2 = inhibitors of human CAL PDZ peptide binding | AID 504414 | Q9HD26 | inhibition, % at 20 µM | 330,000 compounds, 0.02% hits | purified CAL PDZ, TMR-peptide fluorescence polarization, 1 h;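 active means highest replicate inhibition of at least 40%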;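 further: plate controls were DMSO neutral control wells for no effect and unlabeled competitor peptide control wells for full effect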
#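 System: purified tagged CAL PDZ domain construct (CerCALP). Schedule: 1 h incubation at room temperature before polarization reading. Medium: 25 mM sodium phosphate pH 7.4, 150 mM NaCl, TCEP, IgG, Thesit. Read-out: percent inhibition from loss of millipolarization. Measured by: FP readout, S and P plane fluorescence. Probe or stimulus: fluorescent TMR peptide probe.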
# * hit, by the source's call; ? = inconclusive; nt = no result given. Hits appear at their usual frequency; 1.6% or so of the library scored in one or more.
SMILES,CAL PDZ FP-1,Keap1-Nrf2 PPI,RTF Ca sens act,LANA DNA inh,Cardiac RTF inh,DAGLB inh,PKA-R2B activ,SR-BI DiI-HDL act,Rtt109 Vps75,CAL PDZ FP-2
O=C1Nc2ccc(Br)cc2/C1=N/N=C/C1=C(N2CCOCC2)C(=C\c2ccccc2)/CC1,-1,-6,-15,1.2,-6,3,-1,-147,7,-3.6
CCC(CO)NCC(O)COCc1ccc2c(c1)OCO2 (centres undefined),nt,-2,5,-0.1,-7,-2,-10,-4,-4,-0.7
O=C(Nc1cc(Cl)ccc1N1CCCC1)C1=COCCO1,nt,-1,0,-2.5,-11,0,-2,-42,-6,0.1
COC(=O)c1ccc2c(=O)n(Cc3ccco3)c(SCC(=O)Nc3ccc(C)c(Cl)c3)nc2c1,nt,-3,-3,-0.3,-1,-2,-5,35,13,-0.4
CSc1ccccc1C(=O)Nc1ccccc1C(=O)NC(C)C,-3,-3,5,-0.3,9,3,5,-1,-4,-0.4
O=c1nc(-c2ccccc2)cn[nH]1,-3,-3,-4,0.1,-1,0,7,30,4,-1.4
O=C1CC2(CCCCC2)Oc2ccc(Cl)cc21,-5,6,-16,-1.4,0,-10,2,3,2,0.0
O=C(CSc1nnc(Cc2cccs2)n1Cc1ccco1)Nc1cccc(Cl)c1,nt,-6,-2,-1.8,-7,-1,2,-31,-10,-2.0
COc1ccc(C(C)=O)cc1CC(=O)Nc1ccccc1-c1ccccc1,-2,2,-5,0.8,-11,2,-2,-24,-5,-0.2
COc1ccccc1-c1cc(C(=O)NCCCN2CCOCC2)no1,2,-4,-7,0.9,-6,0,0,nt,3,-1.4
COc1ccc(Br)cc1CN1CCN(C(=O)c2ccc(F)cc2)CC1,nt,0,-7,0.2,-20,-3,-2,-42,10,-1.5
O=c1oc2ccccc2cc1-c1nnc(-c2cccc(Br)c2)o1,7,4,1,0.1,-1,0,12,4,30,-4.7
COCCNC(=O)C(c1ccccc1C)N(C(=O)Cn1nnc2ccccc21)c1cccnc1 (centres undefined),-2,2,0,0.0,-2,2,3,-2,13,-2.0
COc1ccc(C(C(=O)NCc2ccccc2)N(C(=O)c2snc(C(N)=O)c2N)c2ccccc2OC)cc1 (centres undefined),-5,-3,3,0.4,-13,1,-9,nt,-25,-2.5
OCC(CBr)(CBr)CBr,-17,1,3,-1.5,-2,5,-2,-7,-4,-0.1
CCCCn1c(N)c(N(CCOC)C(=O)C2CCN(C(=O)c3ccc(Cl)cc3)CC2)c(=O)[nH]c1=O,-2,1,6,-0.4,-31,-2,-1,17,14,-3.6
Cc1nn(C)c(Oc2ccccc2)c1CCNS(=O)(=O)c1ccc(Cl)cc1,-4,6,4,0.5,-3,-2,-12,-9,9,-2.6
N#CCC(=O)Nc1ccc(C(=O)N2CCN(S(=O)(=O)c3ccc4ccccc4c3)CC2)cc1,-5,-12,3,-3.5,-6,1,-2,-9,-8,0.8
COc1ccc(OC)c(NC(=O)COC(=O)COc2c(Cl)cc(Cl)c3ccc(C)nc23)c1,-3,-5,-1,0.7,2,-6,-3,nt,-4,-1.4
COc1ccc(S(=O)(=O)N2CCC(C(=O)NCCC3=CCCCC3)CC2)cc1C,-5,-7,5,2.0,3,-3,1,3,11,-2.9
Cc1ccc(C)c(S(=O)(=O)NCCOC(=O)Nc2sc(=S)n(C)c2C)c1,-2,1,1,-0.2,-5,1,-6,1,1,-5.7
C[C@@H](C(=O)OCC(=O)c1ccccc1)N1C(=O)C2CCCCC2C1=O (some centres undefined),-1,-5,-2,0.6,-2,-1,3,34,-2,-0.6
CC1CC(C)CN(C(=O)COC(=O)c2nccnc2N)C1 (centres undefined),nt,-2,-4,0.8,-5,0,4,7,-28,0.2
CC(=O)N/C(=C\c1ccc(Br)s1)C(=O)O,-1,-3,-4,0.1,3,-1,2,11,0,-1.6
CC1(C)CCC(=O)c2ccccc21,-2,-5,-7,-1.2,5,0,-4,2,-1,-1.7
COCCNC(=S)N(CCc1c(C)[nH]c2ccc(C)cc12)Cc1cccnc1,-1,-3,-2,-0.3,-3,-1,-2,-18,-9,-0.2
COc1cccc(/C=N/NC(=O)CNC(=O)c2ccncc2)c1O,-2,4,2,0.2,-9,-2,-3,9,8,-0.1
COC(=O)C1CCCN1S(=O)(=O)c1ccc([N+](=O)[O-])cc1 (centres undefined),-4,-2,3,0.9,-1,-1,-3,2,1,-0.3
COCCCNC(=O)c1ccc2nc(Cc3ccc(OC)cc3)oc2c1,2,2,-2,1.7,-4,-4,-1,13,1,0.3
CCc1nnc(NS(=O)(=O)c2ccc(NC(=O)c3ccccc3)cc2)s1,-5,4,0,0.1,-3,2,5,-15,3,-1.0
O=C(NCc1cccc2ccsc12)c1cccs1,-2,-3,2,-2.4,-3,0,3,-4,-1,-0.1
Cc1ccc(CNC(=O)c2ccc(NS(=O)(=O)c3cccs3)cc2)cc1,0,1,-3,-0.7,-30,4,-13,-11,2,0.6
NC(=O)C1CCN(C(=O)c2cc3ccccc3cc2O)CC1,-4,1,-6,-4.9,11,3,4,26,2,0.5
c1csc(-c2csc3nc(CN4CCOCC4)nc(NCc4ccc5c(c4)OCO5)c23)c1,1,0,1,1.0,7,-2,-10,-27,10,-3.5
COc1ccc(-c2noc(=O)[nH]2)cc1,1,-8,-3,-0.1,1,2,0,35,-4,-1.5
Cc1c(C(=O)OCc2nc3scc(-c4ccccc4)c3c(=O)[nH]2)cccc1[N+](=O)[O-],-4,-2,-2,0.5,3,0,-4,7,-4,-1.7
COc1ccc(CNC(=O)C2CCN(S(=O)(=O)c3ccccc3)CC2)cc1,-3,-7,1,-0.6,1,-2,1,7,?,-0.4
Cc1ccc(/C=C2\SC(=S)N(c3cccnc3)C2=O)o1,4,-3,-2,2.1,-5,-1,-3,nt,11,-0.9
CC1CC(C)CN(CC(=O)N2CCOCC2)C1 (centres undefined),6,1,1,-0.8,-6,-5,0,nt,8,-0.2
O=C(c1ccco1)c1cn(CC(=O)N2CCCc3ccccc32)c2ccccc12,-1,0,1,1.9,-8,-5,-7,-45,4,-1.2
O=C(CN1CCCCCC1)Nc1ccccc1Oc1ccccc1,-2,-3,12,0.9,-7,-11,1,11,-1,-2.4
CC(OC(=O)Cc1c(F)cccc1Cl)C(=O)NCCC1=CCCCC1 (centres undefined),-2,1,-1,0.6,5,-9,8,9,-4,-2.6
C=CCN(C(C(=O)OC)C(C)C)S(=O)(=O)CCNCc1ccccc1 (centres undefined),-1,0,7,2.0,4,-4,-3,24,8,-0.8
Cc1ccnn1CC(=O)N/N=C/c1c[nH]c2ccccc12,nt,-6,2,0.0,-4,4,4,-4,-2,0.6
O=S(=O)(CCNCCc1ccccc1)NC1CCCCC1,-1,1,-8,0.1,-2,0,2,8,-2,-0.1

# 8 of the compounds above, bar-delimited:
smiles | CAL PDZ FP-1 | Keap1-Nrf2 PPI | RTF Ca sens act | LANA DNA inh | Cardiac RTF inh | DAGLB inh | PKA-R2B activ | SR-BI DiI-HDL act | Rtt109 Vps75 | CAL PDZ FP-2
Cc1ccc(/C=C2\SC(=S)N(c3cccnc3)C2=O)o1 | 4 | -3 | -2 | 2.1 | -5 | -1 | -3 | nt | 11 | -0.9
CC1CC(C)CN(CC(=O)N2CCOCC2)C1 (centres undefined) | 6 | 1 | 1 | -0.8 | -6 | -5 | 0 | nt | 8 | -0.2
O=C(c1ccco1)c1cn(CC(=O)N2CCCc3ccccc32)c2ccccc12 | -1 | 0 | 1 | 1.9 | -8 | -5 | -7 | -45 | 4 | -1.2
O=C(CN1CCCCCC1)Nc1ccccc1Oc1ccccc1 | -2 | -3 | 12 | 0.9 | -7 | -11 | 1 | 11 | -1 | -2.4
CC(OC(=O)Cc1c(F)cccc1Cl)C(=O)NCCC1=CCCCC1 (centres undefined) | -2 | 1 | -1 | 0.6 | 5 | -9 | 8 | 9 | -4 | -2.6
C=CCN(C(C(=O)OC)C(C)C)S(=O)(=O)CCNCc1ccccc1 (centres undefined) | -1 | 0 | 7 | 2.0 | 4 | -4 | -3 | 24 | 8 | -0.8
Cc1ccnn1CC(=O)N/N=C/c1c[nH]c2ccccc12 | nt | -6 | 2 | 0.0 | -4 | 4 | 4 | -4 | -2 | 0.6
O=S(=O)(CCNCCc1ccccc1)NC1CCCCC1 | -1 | 1 | -8 | 0.1 | -2 | 0 | 2 | 8 | -2 | -0.1

# Next results follow:
SMILES,CAL PDZ FP-1,Keap1-Nrf2 PPI,RTF Ca sens act,LANA DNA inh,Cardiac RTF inh,DAGLB inh,PKA-R2B activ,SR-BI DiI-HDL act,Rtt109 Vps75,CAL PDZ FP-2
COc1ccc(-n2c(C)cc(/C=C3\C(=O)NN(c4ccccc4)C3=O)c2C)cc1,-1,0,2,-0.6,3,9,-7,-21,1,-0.4
CN(C)C(C(=O)Nc1cc(Cl)cc(Cl)c1)c1ccccc1 (centres undefined),1,0,-6,0.3,4,-4,-6,20,nt,0.0
O=S(=O)(/N=C(\Sc1ccccc1)c1ccccc1)c1ccc(Cl)cc1,nt,-1,4,-0.4,-17,3,4,-8,-2,-0.2
Cc1cccnc1NC(=O)C(C)N1C(=O)c2ccccc2C1=O (centres undefined),nt,-11,5,2.6,-4,-4,-8,-1,-6,-0.6
COc1ccc(S(=O)(=O)N(C)C[C@H]2Oc3ccc(NC(=O)Cc4ccccc4)cc3C(=O)N([C@H](C)CO)C[C@@H]2C)cc1,6,-3,-6,0.3,-5,-1,-9,-8,4,-0.2
O=C(CCNC(=O)c1ccc(Cl)cc1)NCCC1=CCCCC1,-1,4,-11,1.2,-27,-1,-12,31,13,-2.5
CCCC(=O)N(CCN1CCOCC1)c1nc2c(OCC)cccc2s1,-5,-3,-2,0.1,-2,-2,-4,-29,-8,1.9
COc1cccc(/C=C2/Oc3ccccc3N(CC(=O)NCC3CCCO3)C2=O)c1 (centres undefined),-4,3,0,0.1,-3,2,14,-15,-4,0.9
Cc1cc(=O)oc2cc(OCC(=O)N3CCC(O)CC3)c(Cl)cc12,-1,1,5,-2.8,-5,0,0,-12,10,-4.3
